Screening results: PubChem, several laboratories
TRPC4 inh – TRPC4 (mouse) channel inhibition; HEK293 TRPC4beta/mu-opioid, DAMGO-evoked Fluo4 calcium flux; hits give low values; B-score at 10 µM; 0.39% of 300,000 active; AID 2247;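 active = B-score over 3 SD under the library average, no early fluorescence shift, positive overall ratio signal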
Target sequence (Q9QUQ5 whole entry, looked up): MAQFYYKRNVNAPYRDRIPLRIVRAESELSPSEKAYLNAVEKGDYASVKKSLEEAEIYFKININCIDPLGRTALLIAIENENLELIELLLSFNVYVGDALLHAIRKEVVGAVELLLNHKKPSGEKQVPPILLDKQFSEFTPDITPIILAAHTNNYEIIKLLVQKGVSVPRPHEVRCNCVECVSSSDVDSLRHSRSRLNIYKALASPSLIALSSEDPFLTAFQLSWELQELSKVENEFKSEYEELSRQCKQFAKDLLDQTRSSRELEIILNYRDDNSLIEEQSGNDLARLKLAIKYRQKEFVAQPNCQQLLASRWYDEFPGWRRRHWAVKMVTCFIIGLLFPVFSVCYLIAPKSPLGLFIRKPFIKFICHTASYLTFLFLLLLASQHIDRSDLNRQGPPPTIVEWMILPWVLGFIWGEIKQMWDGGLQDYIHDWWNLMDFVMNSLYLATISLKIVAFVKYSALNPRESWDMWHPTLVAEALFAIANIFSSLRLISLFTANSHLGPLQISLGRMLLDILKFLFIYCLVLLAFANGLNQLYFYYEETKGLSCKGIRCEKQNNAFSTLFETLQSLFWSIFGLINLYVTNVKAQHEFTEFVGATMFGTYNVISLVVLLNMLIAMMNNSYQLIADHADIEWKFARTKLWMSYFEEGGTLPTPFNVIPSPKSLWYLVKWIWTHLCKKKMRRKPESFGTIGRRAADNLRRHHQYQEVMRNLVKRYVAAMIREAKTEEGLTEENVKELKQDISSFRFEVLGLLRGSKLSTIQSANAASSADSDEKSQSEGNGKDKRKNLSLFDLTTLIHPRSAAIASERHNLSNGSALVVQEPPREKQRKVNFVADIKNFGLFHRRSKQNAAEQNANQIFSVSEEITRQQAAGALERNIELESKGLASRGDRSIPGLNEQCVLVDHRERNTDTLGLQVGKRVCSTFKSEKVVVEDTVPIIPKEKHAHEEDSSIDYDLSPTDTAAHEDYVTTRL
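Assay system: TRPC4beta/mu-opioid receptor HEK293 cell line; compound dosing: single concentration per test compound; detection: Fluo4 Ca2+ flux fluorescence; evaluation: per-well B score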
aSyn UTR inh – MLPCN primary screen, SNCA 5' untranslated region | alpha-synuclein 5'UTR reporter, inhibitor activity | AID 1813 | 0.82% of 300,000 active | inhibition, % (tested at 7.5 µM); in the data active = inhibition above about 60%;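 also: H4 neuroglioblastoma cells stably carrying SNCA 5'UTR luciferase fusion; 0% = DMSO wells and 100% = positive control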
TRPC6 inh – blocks the mouse TRPC6 cation channel. HEK293-TRPC6, membrane potential dye, ACh-evoked depolarization; hits give low values. 1.1% of 310,000 active. B-score at 10 µM. Q61143;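 active = B-score under library mean minus 3 SD, initial fluorescence not abnormally high, positive integrated signal ratio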;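 also: B-score derived from integrated fluorescence ratio over the kinetic read; more negative B-score means stronger inhibition of depolarization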
HIF activator – HIF pathway transcriptional activation. AID 1910. U2OS HRE-luciferase reporter, luminescence; normalized: DMSO 0%, desferrioxamine 100%. 0.32% of 300,000 active. activation, % at 7.5 µM (by protocol);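 active = mean activation of at least 10% of the iron chelator positive control signal, with at least half of replicates also reaching 10%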
KLF5 inh – suppresses KLF5 promoter-driven expression. DLD-1 KLF5 promoter-luciferase reporter, luminescence. inhibition, % at 5 µM. 0.23% of 290,000 active. AID 1700;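 active = inhibition above a per-plate limit of that plate's mean compound inhibition plus 3 SD, cut at about 60% in these data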;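 also: 0% = DMSO wells and 100% = LY294002 at 200 µM; higher means less KLF5 promoter-driven luciferase light; inactives centre near -14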
MrgX1 antag – blocks BAM8-22 activation of human MrgX1 receptor | Q96LB2 | B-score at 10 µM | 1.3% of 310,000 active | MRGX1-HEK293 calcium flux, Fluo-4, BAM8-22 antagonism; hits give low values | AID 588676;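 active = calcium-response B-score plate-corrected more than 3 library SD below zero, starting fluorescence within 5 deviations, no agonist response on first addition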;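 also: peak minus trough fluorescence over baseline after final BAM8-22 challenge near maximal dose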
TRPC4 PAM – allosteric potentiators of mouse TRPC4 channel; 0.42% of 310,000 active; B-score at 10 µM; Q9QUQ5; HEK293 TRPC4beta/mu-opioid, DAMGO EC20, Fluo-4 Ca2+ flux; hits give high values; AID 2227;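 active = B-score of calcium response area above 5 SD of library B-scores, with initial fluorescence ratio within 5 SD of library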;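 also: B-score of integrated fluorescence ratio over time as area under calcium response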
TRPC4 act – activators of mouse TRPC4 channel. AID 2237. HEK293 TRPC4beta/mu-opioid, Fluo4 calcium fluorescence; hits give high values. B-score at 10 µM. Q9QUQ5. 0.49% of 310,000 active;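 active = B-score above 5 SD of library B-scores, and initial fluorescence ratio not above library mean plus 5 SD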;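 also: positive B-score marks a calcium rise read as TRPC4 activation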
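Material: HEK293 stable line with TRPC4beta plus mu-opioid receptor; technique: Fluo4 calcium-sensitive dye fluorescence, kinetic, 1 Hz baseline; timing: Fluo4 dye loading 45 min at room temperature, 110 s recording; controls: assay buffer as low control, maximal DAMGO as high control; read-out: integrated baseline-normalised fluorescence ratio, converted to per-well B score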
TRPC6 act – mouse TRPC6 channel activation; Q61143; HEK293-TRPC6 membrane potential dye fluorescence; hits give high values; B-score at 10 µM; 0.13% of 310,000 active;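 active = B-score of the integrated fluorescence ratio above library mean plus 3 SD, and starting fluorescence ratio within library mean plus 5 SD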;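 also: higher score means more depolarization so channel activation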
IEC-6 tox – counter-screen for KLF5 inhibitors: cytotoxicity in IEC-6 cells; inhibition, % at 5 µM; 0.78% of 290,000 active; AID 1825; IEC-6 cytotoxicity, luminescence viability; in the data active = inhibition above about 22%;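 also: 0% = plate median of test compound wells and 100% = cytotoxic reference compound wells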
SKKanGAS inh – SKKanGAS growth inhibition | S. pyogenes SKKanGAS, kanamycin growth, BacTiter-Glo, 6 h | inhibition, % at 7.5 µM | 1.3% of 300,000 active;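 active = mean replicate score, as percent of positive control median, at least 50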;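 also: strain carries kanamycin resistance gene driven by streptokinase promoter and grows in 40 µg/ml kanamycin; loss of luminescence reflects streptokinase promoter inhibition or plain growth inhibition; 0% = median of DMSO wells and 100% = positive control at its reference dose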
An asterisk follows results filed as active; i = inactive; . = no result given.

1) CC1Cc2ccccc2N1CC(=O)Nc1ccc(Cl)c(S(=O)(=O)N(C)C)c1 (stereo unspecified)
2) COc1ccc(NC2=C3CC(C)CC=C3N(c3ccc(OC)cc3)C2=O)cc1 (stereo unspecified)
3) Cc1ccc(C)c(N2CC(C(=O)Nc3nccs3)CC2=O)c1 (stereo unspecified)
4) O=C(O)CC(NC(=O)c1cccc([N+](=O)[O-])c1)c1ccc2c(c1)OCO2 (stereo unspecified)
5) C=CCNC(=S)NNC(=O)c1ccc2c(c1)OCO2
6) O=C1c2ccc([N+](=O)[O-])cc2C(=O)N1c1ccc([N+](=O)[O-])cn1
entry no.,1,2,3,4,5,6
TRPC4 inh,i,i,i,i,i,i
aSyn UTR inh,27,-84,-5,1,-2,3
TRPC6 inh,i,i,i,i,i,i
HIF activator,-0.2,0.0,-0.1,-0.1,0.4,-0.7
KLF5 inh,-23,-8,-11,9,-13,.
MrgX1 antag,i,i,i,i,i,i
TRPC4 PAM,i,i,i,i,i,i
TRPC4 act,i,i,i,i,i,i
TRPC6 act,i,i,i,i,i,i
IEC-6 tox,4,2,2,6,1,.
SKKanGAS inh,2,7,1,6,-7,1

7) CC1CCC(NC(=O)CCNC(=O)c2ccc(Br)cc2)CC1 (stereo unspecified)
8) COc1cc(OC)cc(-c2nc3cc(C)ccc3o2)c1
9) Cc1nc2c(sc3nc4c(cc32)COC(C)(C)C4)c(=O)n1Cc1ccccc1
10) CNc1ccc(/C=C/C(=O)c2ccc3c(c2)OCCO3)cc1[N+](=O)[O-]
11) COc1ccc(C2CC(C)(c3ccc(OC)cc3)Nc3ccccc3N2)cc1 (stereo unspecified)
12) OC1CN=C2CCCc3c2n(c2ccc(Cl)cc32)C1 (stereo unspecified)
entry no.,7,8,9,10,11,12
TRPC4 inh,i,i,i,i,i,i
aSyn UTR inh,-71,-216,-109,-64,-192,-7
TRPC6 inh,i,i,i,i,i,i
HIF activator,2.8,2.2,3.0,0.1,2.5,0.5
KLF5 inh,.,-8,-44,-15,-58,-7
MrgX1 antag,i,i,i,i,i,i
TRPC4 PAM,i,i,i,i,i,i
TRPC4 act,i,i,i,i,i,i
TRPC6 act,i,i,i,i,i,i
IEC-6 tox,.,-11,0,9,-3,2
SKKanGAS inh,-2,11,-3,11,4,5

13) CCCN(CCC)S(=O)(=O)c1ccc(NS(=O)(=O)c2ccc(F)cc2)cc1
14) COc1ccc(-c2cc(C(=O)Nc3cc(Br)ccc3O)no2)cc1
15) CCc1nnc(NC(=O)c2ccc(COc3cccc(C)c3)o2)s1
16) O=C(c1cc2sccc2n1Cc1ccc(F)cc1)N1CCCc2ccccc21
17) CCOC(=O)c1c(-c2ccc(C)cc2)csc1/N=C(\C)C1=C(O)c2ccccc2C1=O
18) COc1ccc(NC(=O)CSc2nc(=O)n(CCN3CCOCC3)c3c2CCC3)cc1
entry no.,13,14,15,16,17,18
TRPC4 inh,i,i,i,i,i,i
aSyn UTR inh,18,-107,12,27,-32,11
TRPC6 inh,i,i,i,i,i,i
HIF activator,-0.4,1.7,-0.1,-0.8,0.5,-0.3
KLF5 inh,-9,-68,-16,-12,0,.
MrgX1 antag,i,i,i,i,i,i
TRPC4 PAM,i,i,i,i,i,i
TRPC4 act,i,i,i,i,i,i
TRPC6 act,i,i,i,i,i,i
IEC-6 tox,-3,0,4,2,-2,.
SKKanGAS inh,1,-13,-5,46,8,-5

19) Cc1ccccc1NC(=O)Cc1nc(COC(=O)c2ccccn2)cs1
20) Cc1ccc2nc(C)cc(C(=O)OCC(=O)Nc3cccnc3Cl)c2c1
21) COc1cccc(N2CCN(C(=O)c3oc4ccccc4c3NC(=O)CCc3cc(OC)no3)CC2)c1
22) Cc1ccc(-n2c(C)c(C)c3c(NCCCO)ncnc32)cc1
23) COc1ccccc1CN1CCN(Cc2nc(-c3ccccc3)no2)CC1
24) CN(C)CCNC(=O)COc1cccc(Cl)c1
entry no.,19,20,21,22,23,24
TRPC4 inh,i,i,i,i,i,i
aSyn UTR inh,-20,-4,17,-165,-52,2
TRPC6 inh,i,i,i,i,i,i
HIF activator,-0.3,-0.4,0.2,3.1,1.2,0.1
KLF5 inh,.,-11,-63,-136,-33,-10
MrgX1 antag,i,i,i,i,i,i
TRPC4 PAM,i,i,i,i,i,i
TRPC4 act,i,i,i,i,i,i
TRPC6 act,i,i,i,i,i,i
IEC-6 tox,.,-7,-2,0,0,-1
SKKanGAS inh,-11,-11,-6,-2,0,0

25) COc1ccc(/C=C2\SC(=O)N(CCC(=O)NC3CCS(=O)(=O)C3)C2=O)cc1 (stereo unspecified)
26) Cc1ccc(SCC(=O)Nc2ccc(N3CCN(C)CC3)c(F)c2)cc1
27) Fc1ccc(C2CCNCC2COc2ccc3c(c2)OCO3)cc1 (stereo unspecified)
28) O=C(COC(=O)c1cccs1)Nc1nc(-c2ccccc2)cs1
29) Cc1ccc(NC(=O)CSc2ccc(-c3ccc(-n4cccn4)cc3)nn2)c(C)c1
30) Cc1ccccc1Cn1cnc2c(cnn2C(C)(C)C)c1=O
entry no.,25,26,27,28,29,30
TRPC4 inh,i,i,i,i,i,i
aSyn UTR inh,-72,-82,3,-90,-47,-6
TRPC6 inh,i,i,i,i,i,i
HIF activator,3.4,4.9,0.4,0.9,0.6,0.0
KLF5 inh,-133,-46,-17,-24,.,-45
MrgX1 antag,i,i,i,i,i,i
TRPC4 PAM,i,i,i,i,i,i
TRPC4 act,i,i,102*,i,i,i
TRPC6 act,i,i,i,i,i,i
IEC-6 tox,-2,0,6,-7,.,-3
SKKanGAS inh,1,-2,2,-6,-3,-3

31) CCn1c(CNC(=O)c2cccc(C)c2)nnc1SCC(=O)Nc1nnc(C)s1
32) C(=N\Nc1ncnc2ccccc12)/c1ccccc1
33) COc1cc(CN2CCN(c3ccccc3C)CC2)cc([N+](=O)[O-])c1O
34) O=C(COc1ccc2ccccc2c1)N1CCN(C(=O)c2cccnc2)CC1
35) COc1ccc(C(=O)N2CCN(S(=O)(=O)c3ccc(Cl)cc3)CC2)cc1OC
36) CC(=O)C1=C(O)C(=O)N(c2ccc(Br)cn2)C1c1ccc(Br)cc1 (stereo unspecified)
entry no.,31,32,33,34,35,36
TRPC4 inh,i,i,i,i,i,i
aSyn UTR inh,-15,-212,-2,4,-22,-101
TRPC6 inh,i,i,i,i,i,i
HIF activator,-0.1,3.8,-0.3,0.0,-0.2,3.5
KLF5 inh,-19,-1,-5,-14,-50,-29
MrgX1 antag,i,i,i,i,i,i
TRPC4 PAM,i,i,i,i,i,i
TRPC4 act,i,i,i,i,i,i
TRPC6 act,i,i,i,i,i,i
IEC-6 tox,1,8,-12,2,5,1
SKKanGAS inh,2,-1,9,3,6,12

37) O=C(COC(=O)c1ccc(Br)o1)Nc1cccc(S(=O)(=O)N2CCCCCC2)c1
38) COC(=O)c1ccc(CSc2nc3c(cnn3-c3ccccc3)c(=O)[nH]2)o1
39) COc1ccc(C(C(=O)NC2CCCCC2)N(C(=O)CCl)c2ccc(Cl)cc2)cc1 (stereo unspecified)
40) COc1ccc(NC(=O)C2CCCN2C(=O)NCc2ccccc2)cc1 (stereo unspecified)
41) Cc1ccc(SCC(=O)N2CCCC2)cc1
42) CC(C)Oc1ccccc1-c1cc(C(=O)N/N=C/c2cccnc2)c2ccccc2n1
entry no.,37,38,39,40,41,42
TRPC4 inh,i,i,i,i,i,i
aSyn UTR inh,0,27,6,-15,-60,1
TRPC6 inh,i,i,i,i,i,i
HIF activator,-0.3,0.4,-0.4,-0.2,2.1,0.0
KLF5 inh,-9,5,10,-37,-10,-54
MrgX1 antag,i,i,i,i,i,i
TRPC4 PAM,i,i,i,i,i,i
TRPC4 act,i,i,i,i,i,i
TRPC6 act,i,i,i,i,i,i
IEC-6 tox,-1,-2,1,-4,-4,-2
SKKanGAS inh,10,4,-7,-10,1,2

43) Cc1ccc(N(NC(=O)C(C)(C)O)C(=O)c2ccccc2)cc1C
44) CCCCN1C(N)=NC[C@@H]1CC1CCCCC1
45) OC(CN1CCCCC1)CN(c1ccccc1)c1ccccc1 (stereo unspecified)
46) COc1ccc(NC(=O)c2ccc(C(=O)c3cc(OC)ccc3OC)cc2)cc1
47) O=C(CSc1ccc(-c2ccco2)nn1)NCc1ccc2c(c1)OCO2
48) O=C(N/N=C/c1nn(-c2ccccc2)cc1-c1ccc(Cl)cc1)c1ccncc1
entry no.,43,44,45,46,47,48
TRPC4 inh,i,i,i,i,i,i
aSyn UTR inh,-5,11,-17,6,-31,-64
TRPC6 inh,i,i,i,i,i,i
HIF activator,1.1,-1.1,0.1,-0.5,-0.2,3.0
KLF5 inh,12,.,0,-12,1,-33
MrgX1 antag,i,i,i,i,i,i
TRPC4 PAM,i,i,i,i,i,i
TRPC4 act,i,i,i,i,i,i
TRPC6 act,i,i,i,i,i,i
IEC-6 tox,-3,.,5,2,-7,-2
SKKanGAS inh,1,2,3,2,-5,33

49) COc1cc(NC(=O)c2nccnc2C(=O)O)cc(OC)c1
50) Cc1ccc(C(=O)C[n+]2ccc(-c3nnc4n3CCC4)cc2)cc1
51) Cc1ccccc1N1CCN(C2CCCN(C(=O)CCN3CCCCC3=O)C2)CC1 (stereo unspecified)
52) COc1ccc(Cl)cc1-c1n[nH]c(=S)o1
53) CN(C)c1ccc(/C=C2\N=C(c3ccc(Cl)c([N+](=O)[O-])c3)NC2=O)cc1
entry no.,49,50,51,52,53
TRPC4 inh,i,i,i,i,i
aSyn UTR inh,8,-18,14,-1,-26
TRPC6 inh,i,i,i,i,i
HIF activator,-0.3,-0.2,0.3,0.7,-0.5
KLF5 inh,-30,-27,-10,-1,-31
MrgX1 antag,-6*,i,i,i,-6.9*
TRPC4 PAM,i,i,i,i,i
TRPC4 act,i,i,i,i,i
TRPC6 act,i,i,i,i,i
IEC-6 tox,0,-1,-4,1,-3
SKKanGAS inh,-2,5,-6,0,-6

Whole records from above. Order of screens: TRPC4 inh, aSyn UTR inh, TRPC6 inh, HIF activator, KLF5 inh, MrgX1 antag, TRPC4 PAM, TRPC4 act, TRPC6 act, IEC-6 tox, SKKanGAS inh
`Cc1ccccc1N1CCN(C2CCCN(C(=O)CCN3CCCCC3=O)C2)CC1` (stereo unspecified) in the list: i, 14, i, 0.3, -10, i, i, i, i, -4, -6
`CN(C)c1ccc(/C=C2\N=C(c3ccc(Cl)c([N+](=O)[O-])c3)NC2=O)cc1` in the list: i, -26, i, -0.5, -31, -6.9*, i, i, i, -3, -6
`Cc1ccc(C(=O)C[n+]2ccc(-c3nnc4n3CCC4)cc2)cc1` in the list: i, -18, i, -0.2, -27, i, i, i, i, -1, 5
`COc1ccc(Cl)cc1-c1n[nH]c(=S)o1` in the list: i, -1, i, 0.7, -1, i, i, i, i, 1, 0
`COc1cc(NC(=O)c2nccnc2C(=O)O)cc(OC)c1` in the list: i, 8, i, -0.3, -30, -6*, i, i, i, 0, -2
